# MBD2 inh = inhibitors of MBD2 binding to methylated DNA, primary screen, biochemical, TR-FRET, DNA-binding domain, human; actives 0.31% (n = 370,000); Methyl-CpG-binding domain protein 2 (Homo sapiens), Q9UBB5; inhibition, % at 4.4 µM; MBD2 binding to methylated oligonucleotide; in the data active means inhibition above about 13%
# PLC-gamma1 inh = PLC-gamma1 enzyme inhibitors, primary screen, biochemical, fluorescence, purified enzyme; inhibition, % at 12.2 µM; 1-phosphatidylinositol 4,5-bisphosphate phosphodiesterase gamma-1 (Homo sapiens), P19174; fluorogenic substrate; actives 0.84% (n = 370,000); in the data active means inhibition above about 9.5%
# proKLK7 act = proKLK7 zymogen activators, primary screen, biochemical, fluorescence intensity. Kallikrein-7 (Homo sapiens), P49862. actives 0.9% (n = 370,000). purified proKLK7, EDANS-DABCYL substrate fluorescence; 100% is mature enzyme control, 0% vehicle. activation, % at 7 µM;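 active means activation above the mean of all tested compounds plus 3 SD, computed per campaign excluding outliers beyond control limits, cut at about 13% in these data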
# Target sequence (P49862 whole entry, looked up): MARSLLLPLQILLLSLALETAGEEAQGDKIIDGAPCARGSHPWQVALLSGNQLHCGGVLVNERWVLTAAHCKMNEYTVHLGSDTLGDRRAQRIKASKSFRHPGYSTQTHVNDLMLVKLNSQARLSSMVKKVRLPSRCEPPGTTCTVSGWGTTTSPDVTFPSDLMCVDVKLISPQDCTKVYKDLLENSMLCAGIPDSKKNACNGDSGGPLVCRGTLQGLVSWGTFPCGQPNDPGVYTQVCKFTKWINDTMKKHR
# UHRF1 binding = UHRF1 methylated DNA binding inhibitors, primary screen, counter-screen for MBD2 inhibitor project, biochemical, TR-FRET, human UHRF1, single concentration | E3 ubiquitin-protein ligase UHRF1 (Homo sapiens), Q96T88 | UHRF1 binding to methylated oligo | AID 687016, 2013 | inhibition, % at 4.4 µM | actives 0.75% (n = 370,000); in the data active means inhibition above about 21%;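 further: UHRF1 SRA domain binding a hemimethylated CpG hairpin DNA probe; 0% = median of test compound wells and 100% = reference inhibitor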
# Target sequence (Q96T88 whole entry, looked up, the tested form may be a part): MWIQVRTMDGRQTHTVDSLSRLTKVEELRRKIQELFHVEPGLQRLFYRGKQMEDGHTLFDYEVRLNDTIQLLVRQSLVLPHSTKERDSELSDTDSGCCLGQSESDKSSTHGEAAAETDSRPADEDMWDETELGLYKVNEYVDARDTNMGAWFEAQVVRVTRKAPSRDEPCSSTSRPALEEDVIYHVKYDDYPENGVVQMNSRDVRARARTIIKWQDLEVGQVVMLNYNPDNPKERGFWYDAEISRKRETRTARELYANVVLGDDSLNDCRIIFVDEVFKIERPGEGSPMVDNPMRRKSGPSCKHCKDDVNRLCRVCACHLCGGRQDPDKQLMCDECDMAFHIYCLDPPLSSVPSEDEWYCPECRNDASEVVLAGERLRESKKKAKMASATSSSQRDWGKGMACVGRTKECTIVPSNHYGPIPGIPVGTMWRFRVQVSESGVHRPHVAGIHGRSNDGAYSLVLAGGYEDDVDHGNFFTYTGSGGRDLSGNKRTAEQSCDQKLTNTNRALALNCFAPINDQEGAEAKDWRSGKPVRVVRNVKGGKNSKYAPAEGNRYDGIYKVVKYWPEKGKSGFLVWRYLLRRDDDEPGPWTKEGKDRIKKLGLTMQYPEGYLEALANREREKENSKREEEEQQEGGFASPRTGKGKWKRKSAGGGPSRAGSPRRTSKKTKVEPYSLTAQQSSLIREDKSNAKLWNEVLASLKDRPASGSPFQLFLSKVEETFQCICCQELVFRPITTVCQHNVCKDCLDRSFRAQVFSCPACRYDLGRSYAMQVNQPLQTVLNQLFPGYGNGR
# ASAP1 inh = inhibitors of human ASAP1 ArfGAP activity, primary screen, biochemical, fluorescence polarization. inhibition, % at 16.5 µM. actives 0.19% (n = 360,000). ASAP1-stimulated ARF1 GTP hydrolysis, GDP FP detection. Arf-GAP with SH3 domain, ANK repeat and PH domain-containing protein 1 (Homo sapiens), …; in the data active means inhibition above about 25%;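 further: 0% = vehicle with enzyme and substrate and 100% = no enzyme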
# PLCb3 inh = human PLC-beta3 inhibitors, primary screen, biochemical, fluorescence; inhibition, % at 12.2 µM; Purified PLC-beta3, fluorogenic substrate; AID 720704, 2013; actives 0.18% (n = 370,000); in the data active means inhibition above about 11%;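 further: 0% = median of compound wells on plate and 100% = full blocker control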
# DDE Tn7 FP inh = inhibitors of Tn7 peptide binding to fibrin DD(E), primary screen, biochemical, fluorescence polarization, human fibrin, Tn7 probe. Fibrinogen beta chain (Homo sapiens), P02675. FP displacement of FITC-Tn7 peptide from fibrin DD(E); 0% = median of compound wells per plate. inhibition, % at 8.3 µM. actives 0.13% (n = 370,000). AID 720508, 2013;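 active means inhibition above the mean of compounds falling within the control limits plus 3 SD of them, cut at about 14% in these data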;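 further: 0% = plate median of compound wells and 100% = 10 µM Aha-Tn7 peptide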
#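 assay system = human clot-derived fibrin DD(E) complex | quantity = Fibrin-DD(E) at 2 µM final | timing = 10 min preincubation, 3 h with tracer, room temperature | signal = fluorescence polarization | measure = percent inhibition | benchmarks = high control wells with 10 µM unlabelled Aha-Tn7 peptide (full inhibition) | replicates = singlicate testing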
# DDE Tn6 FP inh = inhibitors of Tn6 peptide binding to fibrin DD(E), primary screen, biochemical, fluorescence polarization, human fibrin, Tn6 probe; Fibrin DD(E) TRITC-Tn6 fluorescence polarization displacement; inhibition, % at 8.3 µM; actives 0.21% (n = 370,000);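 active means inhibition above a per-campaign cutoff: mean of compounds within control limits plus 3 SD, cut at about 15% in these data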;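 further: 0% = median of all compound wells on the plate and 100% = blocking peptide control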
# ADAM17 inh = ADAM17 inhibitors, primary screen, biochemical, QFRET; recombinant ADAM17, EDANS/DABCYL FRET peptide cleavage; inhibition, % at 6.95 µM; actives 0.83% (n = 370,000);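 active means inhibition above the mean of compounds lying between control limits plus 3 SD, set per campaign, cut at about 8.5% in these data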;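 further: 0% = DMSO-only wells as the low control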
# ARFGAP1 inh = inhibitors of rat ARFGAP1 GAP activity, primary screen, biochemical, fluorescence polarization, GDP tracer; actives 0.26% (n = 360,000); inhibition, % at 16.5 µM; ADP-ribosylation factor GTPase-activating protein 1 (Rattus norvegicus), Q62848; Arfgap1-stimulated ARF1 GTP hydrolysis, GDP FP detection;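 active means inhibition above a per-plate limit, mean inhibition of low control wells plus 3 SD, cut at about 25% in these data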;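 further: 0% = DMSO wells with enzyme and 100% = wells lacking Arfgap1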
#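 Material: truncated rat Arfgap1 GAP domain; Incubation: compound-enzyme preincubation 20 min, reaction 120 min, detection 60 min, 25 °C; Read-out: percent inhibition of Arfgap1-stimulated GTP hydrolysis; Technique: FP, GDP Alexa 633 tracer displaced from anti-GDP antibody, 620/688 nm; Controls: No-Arfgap1 wells (100%) versus DMSO full-reaction wells (0%); Replication: single well per compound.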
# Starred values were filed as active, the others as inactive.
SMILES	MBD2 inh	PLC-gamma1 inh	proKLK7 act	UHRF1 binding	ASAP1 inh	PLCb3 inh	DDE Tn7 FP inh	DDE Tn6 FP inh	ADAM17 inh	ARFGAP1 inh
Cc1cc(C)cc(NC(=O)Nc2cc(S(=O)(=O)N(C)C)ccc2C)c1	8.3	-2.3	-0.5	2.5	0.6	-7.7	-1.0	-10.0	-2.8	11.8
Cc1cccc(N2CCN(CC(=O)NCc3ccc(Cl)cc3)CC2)c1C	0.8	1.6	0.3	0.6	-1.9	-6.3	-4.7	2.3	2.7	5.7
O=C(Nc1ccccn1)c1ccc2c(=O)n3c(nc2c1)CCCCC3	10.5	-0.2	-0.4	20.9*	5.1	-2.6	1.8	4.8	2.9	5.6
Cc1cccc(-n2cc(CNCCc3nc(C)cc(C)n3)c(-c3cccc(F)c3)n2)c1	-4.7	-0.1	1.0	-0.3	-8.1	-5.1	-3.4	-1.9	-0.5	-5.8
COc1ccc(C(=O)N/C(=C/c2cccnc2)C(=O)N2CCCCCC2)cc1OC	-4.6	-1.6	0.2	-0.2	-10.8	0.5	3.2	0.3	-0.8	-12.2
COc1cccc(/C=C/C(=O)OCC(=O)NCc2ccc(Cl)cc2)c1	3.4	-36.0	-1.8	0.6	12.9	-51.9	6.5	2.8	-19.2	5.6
C=CCNC(=S)NNC(=O)CCC(O)CCCCC (stereo not given)	-3.9	9.4	-0.3	-2.9	-5.9	12.1*	5.0	-3.2	0.9	-4.2
Cc1cccc(NC(=O)COc2coc(CN3CCN(c4ccccc4)CC3)cc2=O)c1C	1.3	-0.2	0.5	5.1	-6.2	-3.0	1.8	-2.0	-0.5	5.8
O=C(NC1CCCCC1)C1CCN(S(=O)(=O)N2CCOCC2)CC1	5.8	-1.0	-0.1	-1.0	8.9	2.1	-3.2	-6.4	-5.6	9.4
O=C(O)c1cc(Cl)ccc1NC(=O)C1CCCO1 (stereo not given)	-1.1	-5.9	0.4	0.2	-9.0	-3.8	5.1	-0.2	-7.2	9.6
CC(=O)OCCCn1c(C)[n+](C)c2cc(Cl)c(Cl)cc21	0.5	-1.8	-0.2	1.0	-0.6	-1.5	-4.1	-1.4	-2.5	10.9
CCc1nc2c(OCc3ccc(C(=O)N(C)C)cc3)cccn2c1N(C)C(=O)c1ccc(C)cc1	-2.1	-3.5	0.3	-2.0	5.2	-10.2	-3.4	1.6	-10.4	0.0
CCn1cc(C(=O)NCc2ccc(Cl)cc2)c(=O)c2cc(S(=O)(=O)N3CCOCC3)ccc21	2.7	2.6	0.2	-1.0	9.4	-3.3	5.9	6.7	-3.2	-14.5
O=C(CNC(=S)N(Cc1ccccc1)Cc1ccccc1F)NCc1ccc(Cl)cc1	0.4	1.5	0.1	-1.3	2.7	-7.9	-5.5	2.2	5.5	6.3
O=C(CSc1nc(C2CC2)nc2ccccc12)Nc1ccccc1Cl	-1.4	-0.3	-0.4	1.4	0.9	-3.0	-4.9	-0.6	2.7	-5.2
COc1ccccc1CC(=O)Nc1ccc2c(C)cc(=O)oc2c1	-1.2	-107.1	3.9	-3.8	-4.1	-117.7	0.4	-1.1	-221.9	2.2
Cc1c(C(=O)OCC(=O)NC2CC2)oc2ccc(Br)cc12	0.1	-3.0	-0.1	-2.0	-0.5	-7.8	-2.4	0.8	3.0	3.2
CCCCN1c2ccccc2N(CCCO)c2cc(C)nnc21	4.1	4.3	0.1	9.2	2.0	6.2	-9.0	-1.1	9.8*	9.2
O=C(COc1cccnc1[N+](=O)[O-])Nc1ccc(F)cc1	0.2	-2.1	0.2	-1.9	8.6	-1.3	-2.9	2.7	-4.4	-5.3
C=CCc1ccccc1OCC(O)CN1CCOCC1 (stereo not given)	-1.0	-1.4	-0.5	2.0	6.6	-3.2	-3.2	-9.6	-2.4	8.4
O=C(Cn1cnc2c(nnn2Cc2ccccc2)c1=O)c1ccc(Cl)cc1	-7.4	2.4	-0.1	-0.7	-2.0	2.1	3.8	0.4	0.4	-6.2
Cc1ccc(NC(=O)c2ncn(CC(=O)NCC(C)c3ccccc3)n2)cc1C (stereo not given)	1.0	0.8	0.2	2.3	1.0	8.0	-1.4	2.9	2.7	5.0
COc1ccc(CN(C)CC(=O)Nc2cccc(S(=O)(=O)N(C)c3ccccc3)c2)c(OC)c1	3.8	-3.2	0.5	0.0	-12.8	-5.5	4.8	-3.0	-1.0	-3.8
CC(=O)NCC(=O)OCC(=O)c1ccc(C)c(C)c1	4.0	0.1	-0.1	-2.4	-6.3	1.9	-0.7	-6.0	-1.1	-6.4
O=C(C1CCCN(S(=O)(=O)c2ccccc2[N+](=O)[O-])C1)N1CCCC1 (stereo not given)	0.0	1.6	-0.3	-1.6	-3.8	1.5	3.8	-2.7	0.2	-6.0
O=C1CCCCCN1CSc1nc2ccccc2s1	-0.9	-1.6	-0.2	5.5	-11.1	0.7	5.8	6.3	-0.3	-11.8
COC(=O)c1ccc(Cn2ccc(=O)[nH]c2=O)cc1	-5.8	1.9	-0.5	-1.4	-28.3	1.6	-7.0	-3.5	-1.8	3.9
Cc1cc([N+](=O)[O-])nn1CC(=O)N1CCN(Cc2ccccc2)CC1	-2.3	0.0	-0.1	-1.4	-1.7	2.7	-3.5	3.0	2.6	-4.5
CCNS(=O)(=O)c1ccc(CCC(=O)N2CCOCC2)cc1	2.7	-0.3	-0.3	0.7	-1.8	-5.9	3.8	-0.7	-3.3	-6.7
Cc1occc1C(=O)Nc1c(F)cc(F)cc1Br	-3.6	0.7	0.6	0.2	-6.4	0.8	4.7	-1.7	-5.4	-3.3
CC(C)=CCN1CCN(CCC2=C(C)CCCC2(C)C)CC1CCO (stereo not given)	2.8	5.2	0.4	4.4	16.3	3.0	-5.2	-0.1	-0.5	21.0
COc1ccc(NC(=O)c2cccc3c2C(=O)c2ccc(-c4ccc(F)cc4OCc4ccccc4)cc2S3(=O)=O)cc1	8.6	-3.7	-0.2	1.2	-9.5	-7.2	3.3	-3.4	-1.4	23.7
Cc1ccccc1Cn1c(Cc2ccccc2)nc2ccccc21	2.3	2.8	-0.7	0.6	2.6	1.9	-7.8	-5.3	4.3	1.3
CCOc1ccc(S(=O)(=O)N2CCC(C(=O)NC3CCCCC3)CC2)cc1	-1.1	-4.8	-0.3	2.1	-15.2	-2.1	8.1	-1.0	1.6	1.1
Cc1ccc(OCC(=O)OC2CCS(=O)(=O)C2)cc1 (stereo not given)	6.3	4.5	0.1	3.8	-0.8	-1.6	3.9	-8.9	-5.5	-0.1
Nn1c(COc2ccccc2F)nnc1SCC(=O)NCC1CCCO1 (stereo not given)	0.0	0.6	0.0	-1.4	-1.1	1.9	2.2	3.9	-1.8	-18.6
CCOC(=O)CSc1c(-c2ccccc2)c2cc(Cl)ccc2[nH]c1=O	-0.8	0.5	0.0	0.6	-2.4	0.9	-2.3	2.5	-0.9	-3.3
CCCN(CC(=O)Nc1ccccc1C)C(=O)Cc1coc2cc(C)ccc12	-2.1	-0.1	-0.3	0.1	-3.5	-8.4	2.3	3.8	2.4	-10.5
CC1CC2=C(CC1/C=N/NC(N)=S)C(C)(C)CCC2 (stereo not given)	-2.9	1.4	0.9	0.1	3.5	1.3	-6.6	0.8	3.4	-5.2
COc1ccccc1NS(=O)(=O)c1cccc(NC(=O)c2[nH]c(C)c(C(C)=O)c2C)c1	0.8	-3.0	0.0	-0.6	-4.2	-8.7	6.1	-6.9	0.7	5.6
Cc1ccc(S(=O)(=O)N2CCOCC2)cc1C(=O)NNC(=O)c1ccoc1C	2.3	5.0	-0.1	-2.5	12.7	-28.6	0.1	1.7	-0.9	10.6
CN(CC(=O)N1CCN(Cc2ccccc2)CC1)S(=O)(=O)c1ccc(Br)cc1	2.2	-0.6	-0.1	-2.9	16.1	-2.4	-9.6	-0.6	-0.6	9.6
C=CCOc1ccc(/C=C/C(=O)OCC(=O)NCc2cccs2)cc1	-4.8	-2.7	-0.1	0.2	5.5	-5.6	-2.5	-4.8	-1.3	5.6
Cc1cc(C)n2nc(C(=O)NC(c3ccccc3)c3ccccc3)nc2n1	2.3	-1.7	-0.4	-0.5	9.1	-4.3	5.4	1.1	0.3	-3.1
OC1(c2ccc(Br)cc2)CCNCC1	-2.0	6.7	0.6	-3.9	-5.9	3.1	-3.7	3.0	1.7	-6.2
CCCS(=O)(=O)NCc1ccc2c(c1)cc(C)n2C	-10.3	-28.6	1.0	-7.3	-7.6	-36.6	-5.4	6.8	-9.7	-1.8
CC(=O)N(O)CCCCCNC(=O)CCC(=O)N(O)CCCCCNC(=O)CCC(=O)N(O)CCCCCNC(=O)CCC(=O)O	-6.2	2.2	-0.2	-2.0	-14.8	1.4	-5.6	-3.8	2.6	5.6
Cc1c(C)n(-c2ccccc2)c2ncnc(NCCN(C)C)c12	2.1	5.0	0.2	8.1	11.1	-1.9	-8.1	-9.2	-9.8	25.0*
CCc1ccc(C(=O)CCC(=O)Nc2cccc(S(=O)(=O)N3CCCCC3)c2)cc1	2.5	1.4	0.7	-0.8	2.7	-2.1	0.5	-7.8	4.8	5.6
CC1C=CCC2C(=O)N(c3ccccc3OC(=O)c3ccco3)C(=O)C12 (stereo not given)	-1.1	4.1	0.2	1.3	1.8	-4.5	1.5	-0.3	-1.8	4.9
NS(=O)(=O)c1cccc(NC(=O)CSc2nc3ccccc3c(=O)n2CCCN2CCOCC2)c1	0.8	3.9	-0.7	5.5	12.0	2.5	-10.9	6.4	0.4	-0.6
N/C(=N\O)c1ccncc1	-6.5	2.1	0.7	0.1	-6.4	-4.4	-3.9	5.0	1.7	11.0
COC(=O)c1ccccc1NC(=O)CN1CCN(c2ccccn2)CC1	-10.5	6.3	0.1	0.7	-7.1	-8.5	-1.6	-1.2	0.2	-9.6
CCOC(=O)c1sc(NC(=O)c2ccccc2OC)nc1C	-7.1	2.2	0.2	1.7	-2.4	-2.1	0.3	-1.6	-3.8	-8.7
